A549 viability: counter-screen for Nrf2 inhibitors: cytotoxicity in A549 cells; 390,000 tested, 0.16% active; A549 ARE-Fluc cells, CellTiter-Fluor viability, 18-24 h; Potency, µM (top dose mostly 46 µM), without a hit: top-dose activity change, negative = cytotoxicity, actives largely listed as inhibitors; note: % is set by controls: 0 for no effect and ±100 for the full control effect
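A549 ARE_Fluc cells in 5% FBS OPTI-MEM were exposed to compounds in concentration-response for 18-24 h at 37 deg C. Viability was read by CellTiter-Fluor fluorescence (Ex 405/Em 525) after 30 min, before the luciferase read.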
MCF10A rerep: inducers of DNA re-replication in MCF 10A breast cells | 350,000 tested, 2.9% active | Potency, µM (series often up to 46.1 µM), for inactives: at the highest dose activity, positive = re-replication, usual class: activators | MCF 10A DNA re-replication, Hoechst nuclear intensity, 48 h; note: % of control where 0% means no effect; nearly all actives have a fitted effect of over 50% in size
TGFb SMAD3 inh: blocks TGF-b signaling. HepG2 CAGA-GFP TGF-b/SMAD3 reporter, GFP fluorescence, 18 h; TGF-beta stimulated, 500 pg/mL final. Potency, µM (titrated, usually from 46.1 µM), for inactives: at the highest dose activity, negative = inhibition, usual class: inhibitors. 410,000 tested, 1.2% active; note: % is set by controls: 0 for no effect and ±100 for the full control effect; nearly all actives have a fitted effect of over 65% in size
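Cell-based qHTS in HEPG2 carrying a CAGA-GFP Smad reporter; compounds added before 500 pg/mL final TGF-beta, 18 h incubation at 37 degrees C, GFP fluorescence quantified per cell by imaging cytometry.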
Nrf2 activator: activates Nrf2 signaling. AREc32 ARE-luciferase reporter (MCF7-derived line), luminescence, 24 h. 410,000 tested, 0.31% active. AID 624171. Potency, µM (top dose mostly 46.1 µM), inactives show top-dose activation, usual class: activators; note: % of control where 0% means no effect; nearly all actives have a fitted effect of over 65% in size
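Nrf2 activation is followed as ARE-luciferase induction in the AREc32 line after one day of compound treatment; luminescence is read with Steady-Glo.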
HepG2 tox: HepG2 cytotoxicity, counter-screen for TGF-b inhibitors; AID 588856; Potency, µM (doses to about 46.1 µM), inactives show at the top dose activity change, negative = cytotoxicity, actives largely listed as cytotoxic; HepG2 CAGA-GFP viability, ATP luminescence, 18 h; 410,000 tested, 0.76% active; note: some results filed as inactive show a strong effect at the top dose
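HepG2 CAGA-GFP cells (1000/well, DMEM with 1% FBS) received compound, then TGF-beta at 500 pg/mL final, and were incubated 18 hours at 37 degrees C. Viability was read by CellTiter-Glo luminescence. Media-only wells were set as complete cell-killing and DMSO as no toxicity.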
Nrf2 inh: inhibitors of Nrf2 signaling; A549 ARE-Fluc reporter, luciferase luminescence, 18-24 h; Potency, µM (highest dose often 46 µM), for inactives: top-dose activity change, negative = inhibition, usual class: inhibitors; 360,000 tested, 2.1% active; AID 504444; note: % is set by controls: 0 for no effect and ±100 for the full control effect; nearly all actives have a fitted effect of over 60% in size
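A549 ARE_Fluc cells (5000/well, 5% FBS OPTI-MEM) pre-incubated 2 h, then treated with compounds 18-24 h at 37C/5% CO2 in concentration-response. CellTiter-Fluor viability read first; BugLite luciferase luminescence after 15 min at room temperature gives Nrf2 activity.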
EPAC2 antagonist: antagonists of human EPAC2; EPAC2 GEF exchange of Rap1B-BODIPY-GDP, fluorescence; Potency, µM (highest dose often 114 µM), for the others: top-dose activity, negative = inhibition, usual class: inhibitors; 360,000 tested, 0.18% active; AID 720708; note: % is set by controls: 0 for no effect and ±100 for the full control effect; nearly all actives have a fitted effect of over 45% in size; many of its hits are not listed in these tables
Target sequence (Q8WZA2 whole entry, looked up): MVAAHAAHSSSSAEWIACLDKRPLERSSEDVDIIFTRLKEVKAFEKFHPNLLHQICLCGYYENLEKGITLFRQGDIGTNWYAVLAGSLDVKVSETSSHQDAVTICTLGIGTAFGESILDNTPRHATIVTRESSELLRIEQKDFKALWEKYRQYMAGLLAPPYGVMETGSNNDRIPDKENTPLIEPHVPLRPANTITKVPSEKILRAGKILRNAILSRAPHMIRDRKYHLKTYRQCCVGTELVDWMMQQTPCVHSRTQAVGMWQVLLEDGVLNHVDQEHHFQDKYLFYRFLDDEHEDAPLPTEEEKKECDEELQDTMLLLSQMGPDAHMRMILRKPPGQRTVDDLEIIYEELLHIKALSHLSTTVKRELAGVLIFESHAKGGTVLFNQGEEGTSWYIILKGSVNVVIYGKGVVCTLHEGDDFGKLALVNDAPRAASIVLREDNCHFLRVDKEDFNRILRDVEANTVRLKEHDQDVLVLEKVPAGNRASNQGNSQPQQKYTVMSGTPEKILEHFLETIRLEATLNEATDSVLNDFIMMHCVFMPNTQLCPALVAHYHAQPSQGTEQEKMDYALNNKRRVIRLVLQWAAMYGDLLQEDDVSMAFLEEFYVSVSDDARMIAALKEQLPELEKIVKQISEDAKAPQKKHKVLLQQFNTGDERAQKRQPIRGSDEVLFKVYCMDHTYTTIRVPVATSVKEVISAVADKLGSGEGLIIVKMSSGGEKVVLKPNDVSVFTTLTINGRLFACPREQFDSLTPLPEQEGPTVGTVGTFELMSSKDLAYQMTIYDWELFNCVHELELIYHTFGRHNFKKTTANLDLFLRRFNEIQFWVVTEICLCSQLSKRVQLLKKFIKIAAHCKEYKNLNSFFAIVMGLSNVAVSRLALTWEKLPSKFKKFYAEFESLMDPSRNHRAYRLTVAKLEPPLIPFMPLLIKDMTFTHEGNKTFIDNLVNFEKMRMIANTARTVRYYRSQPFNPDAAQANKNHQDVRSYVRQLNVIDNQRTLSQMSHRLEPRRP
ATXN viability: cell viability loss in ATXN counter-screen; S2 cells (HEK-293 line with an ATXN2-luciferase reporter) viability, CellTiter-Fluor protease fluorescence, 24 h; Potency, µM (titrated, usually from 56.7 µM), usual class: cytotoxic; 400,000 tested, 0.49% active; note: nearly all actives have a fitted effect of over 40% in size
ATXN2 expr inh: inhibitors of ATXN2 expression; HEK-293 ATXN2-luciferase reporter, luminescence, 24 h; 360,000 tested, 0.72% active; Potency, µM (highest dose often 57 µM), without a hit: top-dose activity change, negative = inhibition, hits mostly inhibitors; note: % is set by controls: 0 for no effect and ±100 for the full control effect; nearly all actives have a fitted effect of over 55% in size
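qHTS (up to 57 uM final) was run with 24 h compound exposure of reporter cells at 37 °C. Each well was multiplexed: SteadyGlo luminescence measured ATXN2-luciferase expression after a fluorogenic Gly-Phe-AFC viability readout (25 uM final).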
* = called active by the depositor; [ ] = remark or other dose. Calls come from the whole dose curve; as a rule, active = well fitted curve in the direction sought with a large enough effect; inconclusive = small, poorly fitted or top-dose-only effect, or another doubt; inactive = no such curve, though single readings can be large; an effect the other way counts as inactive or inconclusive. Potency is the fitted concentration of half-maximal effect. These rows are one share of the data, so the mix of outcomes need not match the whole.

Start of the data: the first 2 compounds, ahead of the listing:
Screening COC(=O)Nc1nc(-c2cc(Cl)ccc2Cl)cs1 returned A549 viability -19.2%, MCF10A rerep -1.7%, TGFb SMAD3 inh -0.3%, Nrf2 activator 0.6%, HepG2 tox -11.6%, Nrf2 inh inconclusive, EPAC2 antagonist -2.2%, ATXN viability inactive and ATXN2 expr inh -16.6%.
`Cc1ccc2c(c1)NC(=O)C(N1CCOCC1)(C(F)(F)F)O2` (centres undefined) gave A549 viability -13.3%, MCF10A rerep 7.0%, TGFb SMAD3 inh -11.2%, Nrf2 activator -0.2%, HepG2 tox -27.0%, Nrf2 inh 1.5%, EPAC2 antagonist -1.7%, ATXN viability inactive and ATXN2 expr inh 2.5%.

Main list, repeating the preview:
Screening COC(=O)Nc1nc(-c2cc(Cl)ccc2Cl)cs1 returned A549 viability -19.2%, MCF10A rerep -1.7%, TGFb SMAD3 inh -0.3%, Nrf2 activator 0.6%, HepG2 tox -11.6%, Nrf2 inh inconclusive, EPAC2 antagonist -2.2%, ATXN viability inactive and ATXN2 expr inh -16.6%.
`Cc1ccc2c(c1)NC(=O)C(N1CCOCC1)(C(F)(F)F)O2` (centres undefined) gave A549 viability -13.3%, MCF10A rerep 7.0%, TGFb SMAD3 inh -11.2%, Nrf2 activator -0.2%, HepG2 tox -27.0%, Nrf2 inh 1.5%, EPAC2 antagonist -1.7%, ATXN viability inactive and ATXN2 expr inh 2.5%.
CCNc1ccccc1C(=O)O was read as A549 viability 0.3%, MCF10A rerep 0.0%, TGFb SMAD3 inh -7.8%, Nrf2 activator -0.7%, HepG2 tox -15.5%, Nrf2 inh 13.9%, EPAC2 antagonist 5.3%, ATXN viability inactive and ATXN2 expr inh 4.4%.
For COc1ccc(CCNC(=O)CCSc2nc(-c3ccco3)cc(C(F)(F)F)n2)cc1OC the results were A549 viability -0.7%, MCF10A rerep -5.6%, TGFb SMAD3 inh -8.3%, Nrf2 activator -1.4%, HepG2 tox 2.8%, EPAC2 antagonist 2.6%, ATXN viability inactive and ATXN2 expr inh 0.7%.
`CC(C)CN(C(=O)COC(=O)C(C)N1C(=O)c2ccccc2C1=O)c1c(N)n(Cc2ccccc2)c(=O)[nH]c1=O` (centres undefined) gave A549 viability -9.4%, MCF10A rerep -0.4%, TGFb SMAD3 inh 3.9%, Nrf2 activator -0.7%, HepG2 tox -19.8%, Nrf2 inh -16.4%, EPAC2 antagonist 26.8%, ATXN viability inactive and ATXN2 expr inh 1.9%.
Screening CCOC(=O)C1=CCC(c2ccccc2C(F)(F)F)N(S(=O)(=O)c2ccc(C)cc2)C1 (centres undefined) returned TGFb SMAD3 inh -25.6%, Nrf2 activator 0.1%, HepG2 tox -31.4%, EPAC2 antagonist -13.6%, ATXN viability inactive and ATXN2 expr inh -23.3%.
Screening Cc1nn(-c2ccc(Cl)cc2)c2sc(C(=O)c3c(N)n(C)c(=O)n(C)c3=O)cc12 returned A549 viability 1.8%, MCF10A rerep -191.2%[0.0737 µM], TGFb SMAD3 inh 1.8%, Nrf2 activator 0.8%, HepG2 tox -6.3%, Nrf2 inh 5.3%, EPAC2 antagonist 9.8%, ATXN viability inactive and ATXN2 expr inh -3.3%.
O=C(CCN1C(=O)C2CC=CCC2C1=O)Nc1cc(C(F)(F)F)ccc1N1CCCC1 (centres undefined) was read as A549 viability -5.2%, MCF10A rerep 8.3%, TGFb SMAD3 inh 0.0%, Nrf2 activator 0.2%, HepG2 tox -1.6%, Nrf2 inh -14.6%, EPAC2 antagonist -3.1%, ATXN viability inactive and ATXN2 expr inh -12.1%.
For O=C(CN1C(=O)C2CC=CCC2C1=O)NCC(=O)Nc1ccc(F)c(F)c1F (centres undefined) the results were A549 viability 0.7%, MCF10A rerep -10.8%, TGFb SMAD3 inh 11.1%, Nrf2 activator -0.7%, HepG2 tox 9.9%, Nrf2 inh -10.4%, EPAC2 antagonist -1.5%, ATXN viability inactive and ATXN2 expr inh 2.3%.
C=CCO/N=C(\C)c1c(O)c(C)c(-c2ccccc2)n(-c2ccccc2)c1=O was read as A549 viability -3.4%, MCF10A rerep 19.9%, TGFb SMAD3 inh -1.2%, Nrf2 activator 0.2%, HepG2 tox 0.5%, Nrf2 inh 1.7%, EPAC2 antagonist -4.3%, ATXN viability inactive and ATXN2 expr inh 6.1%.
For COc1ccc(Cl)cc1NC(=S)NNC(=O)C1(C)CC1(Cl)Cl (centres undefined) the results were A549 viability -0.3%, MCF10A rerep 2.8%, TGFb SMAD3 inh 20µM*, Nrf2 activator 4.6%, HepG2 tox -42.3%, Nrf2 inh 4.9%, EPAC2 antagonist -16.9%, ATXN viability inactive and ATXN2 expr inh -11.2%.
For CC(=O)Nc1ccc(S(=O)(=O)Nc2cc(C)cn(Cc3ccccc3)c2=O)cc1 the results were A549 viability inconclusive, MCF10A rerep -3.9%, TGFb SMAD3 inh 18.9%, Nrf2 activator -0.1%, HepG2 tox 9.8%, Nrf2 inh -21.4%, EPAC2 antagonist -5.6%, ATXN viability inactive and ATXN2 expr inh -23.9%.
For COc1cccc(/C=N/N2CCOCC2)c1O the results were A549 viability -5.6%, MCF10A rerep -20.1%, TGFb SMAD3 inh -0.6%, Nrf2 activator 2.8%, HepG2 tox -19.4%, Nrf2 inh 0.0%, EPAC2 antagonist -6.5%, ATXN viability inactive and ATXN2 expr inh -9.8%.
For O=C(CN1C2=NCCN2c2ccccc21)c1ccc2c(c1)OCO2 the results were A549 viability 18.1%, MCF10A rerep inconclusive, TGFb SMAD3 inh -25.1%, Nrf2 activator 0.2%, HepG2 tox -8.3%, Nrf2 inh 18.0%, EPAC2 antagonist 16.1%, ATXN viability 15.8µM* and ATXN2 expr inh -33.5%.
For C[C@H]1CN([C@@H](C)CO)C(=O)Cc2cc(NS(C)(=O)=O)ccc2O[C@@H]1CN(C)CC1CC1 the results were A549 viability -2.2%, MCF10A rerep 20.3%, TGFb SMAD3 inh -1.4%, Nrf2 activator -0.5%, HepG2 tox -5.5%, Nrf2 inh 1.0%, EPAC2 antagonist 3.4%, ATXN viability inactive and ATXN2 expr inh 5.9%.
For Cc1ccc(NC(=O)COC(=O)C(CC(C)C)N2C(=O)C3CC=CCC3C2=O)c(C)c1 (centres undefined) the results were A549 viability 8.5%, MCF10A rerep -13.9%, TGFb SMAD3 inh 0.9%, Nrf2 activator -0.6%, HepG2 tox -2.1%, Nrf2 inh -7.7%, EPAC2 antagonist 6.8%, ATXN viability inactive and ATXN2 expr inh 2.5%.
For Nc1nc(=S)c2ncn(C3OC(CO)C(O)C3O)c2[nH]1 (centres undefined) the results were A549 viability -2.0%, MCF10A rerep inconclusive, TGFb SMAD3 inh inconclusive, Nrf2 activator 10.8%, HepG2 tox -63.4%, Nrf2 inh -7.8%, EPAC2 antagonist -0.2%, ATXN viability inactive and ATXN2 expr inh -23.8%.
`O=C(COc1ncnc2sccc12)NC1CCCc2ccccc21` (centres undefined) gave A549 viability 4.5%, MCF10A rerep 8.2%, TGFb SMAD3 inh 0.0%, Nrf2 activator 0.0%[9.22 µM], HepG2 tox -9.1%, Nrf2 inh 11.2%, EPAC2 antagonist 1.0%, ATXN viability inactive and ATXN2 expr inh -5.1%.
CS(=O)(=O)Nc1ccccc1C(=O)NCC1(N2CCCCC2)CCCCC1 was read as A549 viability -8.5%, MCF10A rerep -14.4%, TGFb SMAD3 inh 28.3%, Nrf2 activator 0.0%, HepG2 tox 9.9%, Nrf2 inh -0.5%, EPAC2 antagonist 13.3%, ATXN viability inactive and ATXN2 expr inh -3.9%.
Screening COC(=O)COc1ccc2oc(-c3ccc(OC)cc3)cc(=O)c2c1 returned A549 viability 5.9%, Nrf2 activator -3.6%, HepG2 tox -8.2% and Nrf2 inh inconclusive.
O=C(Nc1ccccc1F)NC1CC1 was read as A549 viability -8.1%, MCF10A rerep 3.4%, TGFb SMAD3 inh 0.8%, Nrf2 activator 0.5%, HepG2 tox 0.0%, Nrf2 inh 25.9%, EPAC2 antagonist 4.1%, ATXN viability inactive and ATXN2 expr inh 13.1%[11.3 µM].
Screening CC(=O)Nc1cc(-c2cccc(C(=O)N(C)C)c2)cn2c(-c3ccc(F)c(Cl)c3)cnc12 returned TGFb SMAD3 inh inconclusive, Nrf2 activator 18.7%, HepG2 tox -18.5%, EPAC2 antagonist -9.4%, ATXN viability inactive and ATXN2 expr inh -34.0%.
Cc1c(NC(=O)CN2C(=O)NC(C)(c3ccc(OC(F)F)cc3)C2=O)c(=O)n(-c2ccccc2)n1C (centres undefined) was read as A549 viability 0.2%, MCF10A rerep -0.7%, TGFb SMAD3 inh 2.9%, Nrf2 activator -0.8%, HepG2 tox -10.7%, Nrf2 inh 9.6%, EPAC2 antagonist 5.8%, ATXN viability inactive and ATXN2 expr inh -1.4%.
O=C(CCCCCCCC(=O)c1ccccc1)c1ccccc1 was read as A549 viability 4.0%, MCF10A rerep -5.4%, TGFb SMAD3 inh -7.0%, Nrf2 activator 0.3%, HepG2 tox 1.7%, Nrf2 inh 7.0%, EPAC2 antagonist 16.9%, ATXN viability inactive and ATXN2 expr inh -7.9%.
For COc1ccc(C)cc1NC(=O)c1ccoc1C the results were A549 viability 5.2%, MCF10A rerep 6.2%, TGFb SMAD3 inh inconclusive, Nrf2 activator 3.8%, HepG2 tox -1.3%, Nrf2 inh 22.4%, EPAC2 antagonist 0.7%, ATXN viability inactive and ATXN2 expr inh 0.7%.
`O=C(CCNS(=O)(=O)c1ccc(Br)s1)NCc1ccc(F)cc1` gave A549 viability -2.8%, MCF10A rerep -5.3%, TGFb SMAD3 inh -8.1%, Nrf2 activator -0.5%, HepG2 tox -13.7%, Nrf2 inh 0.8%, EPAC2 antagonist -14.2%, ATXN viability inactive and ATXN2 expr inh -18.4%.
`O=C(N/N=C/c1ccncc1)c1cccs1` gave A549 viability 3.3%, MCF10A rerep 7.7%, TGFb SMAD3 inh 12.6%, Nrf2 activator 4.4%, HepG2 tox -0.7%, Nrf2 inh inconclusive, EPAC2 antagonist 0.0%, ATXN viability inactive and ATXN2 expr inh 41.9%[activator].
For O=C(/C=C/c1c(Cl)cccc1Cl)NCc1ccco1 the results were A549 viability 9.7%, MCF10A rerep -0.7%, TGFb SMAD3 inh 4.6%, Nrf2 activator inconclusive, HepG2 tox 8.0%, Nrf2 inh 12.8%, EPAC2 antagonist 2.2%, ATXN viability inactive and ATXN2 expr inh 13.1%.
